DAX1 inh-1: inhibitors of DAX1 repression of SF-1 activated StAR promoter; inhibition, % at 6.8 µM; AID 652010; HEK293T StAR-luciferase reporter, SF-1/DAX-1 repression relief; 370,000 tested, 1.1% active;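 active means inhibition above the mean over all tested compounds plus 3 SD, cut at about 3.6% in these data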;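 further: 0% = DAX-1 cells with DMSO and 100% = cells lacking DAX-1 with DMSO; higher inhibition means more luminescence from relief of DAX-1 repression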
PLCb3 inh: blocks human PLC-beta3 enzyme activity; 370,000 tested, 0.18% active; inhibition, % at 12.2 µM; Purified PLC-beta3, fluorogenic substrate, fluorescence; in the data active means inhibition above about 11%;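 further: 0% = median of compound wells on plate and 100% = full blocker control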
DAX1 inh-2: inhibits human nuclear receptor DAX1. P51843. HEK293 Gal4-DAX1 luciferase reporter, luminescence. inhibition, % at 6.75 µM. 340,000 tested, 0.99% active. AID 504766;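 active means inhibition above the mean over all tested compounds plus 3 SD, cut at about 4.2% in these data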;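 further: 0% = DAX1-transfected cells with DMSO and 100% = empty-vector control cells with DMSO; inhibition shows as a rise in luminescence from relieved DAX1 repression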
NR1D1 modulator: Rev-erb alpha (human) modulation; activity, % at 10 µM; P20393; Rev-erbα–FITC-DNA binding, fluorescence polarization, 90 min; 370,000 tested, 0.79% active;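 active means activity above about 14%, limit read from the data; passing the limit was not always enough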;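 further: 0% = DMSO wells with 35 nM protein and 100% = DMSO wells with 750 nM protein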
SMARCA2 activ: SMARCA2 function activation, primary screen; activation, % at 9.1 µM; AID 652017; 370,000 tested, 1% active; MG213 cells, MMTV-luciferase reporter, dexamethasone, overnight; in the data active means activation above about 7.8%;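 further: 0% = vehicle wells and 100% = reference activator wells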
hcDAF-12 act: activators of H. contortus DAF-12 nuclear receptor; HEK293 hcDAF-12 lit1-tk-luc reporter, luminescence; 0% DMSO, 100% Δ7-dafachronic acid; activation, % at 6.8 µM; AID 652067; 370,000 tested, 1.4% active;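 active means activation above the mean of all tested compounds plus 3 SD, cut at about 5.5% in these data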;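 further: 100% = response to 3 µM Δ7-dafachronic acid high control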
sPLA2-III inh: Inhibits HGIII-sPLA2 liposome hydrolysis, primary screen; inhibition, % at 12.2 µM; AID 743126; 370,000 tested, 0.56% active; Q9NZ20; QFRET BODIPY PC-A2 liposome hydrolysis, fluorescence;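 active means inhibition above mean plus 3 SD of compounds lying within the high and low control bounds, cut at about 19% in these data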;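 further: 0% = median of test compound wells and 100% = no enzyme DMSO wells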
ssDAF-12 act: S. stercoralis DAF-12 activation, primary screen. HEK293 ssDAF-12/GRIP1 lit1-tk-luc reporter, luminescence; % of 3 µM dafachronic acid response. activation, % at 6.8 µM. 370,000 tested, 1% active. AID 652126;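 active means activation above the mean over all tested compounds plus 3 SD, cut at about 0.9% in these data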;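 further: 0% = DMSO-only wells and 100% = 3 µM delta7-dafachronic acid wells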
FXN GAA850 act: increases GAA850 frataxin promoter reporter activity; 360,000 tested, 0.56% active; AID 540364; HEK293 lucGAA850 FXN promoter luciferase reporter, 24 h; percent of 10 µM SAHA response; activation, % at 6 µM;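 active means activation above the average of all compounds screened plus 3 SD, cutoff fixed separately per campaign, cut at about 7.5% in these data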;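 further: 0% = DMSO wells and 100% = 10 µM SAHA wells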
PG9 Ab binder: binds the HIV-1 gp120 antibody PG9; 360,000 tested, 0.43% active; TR-FRET gp120-PG9 antibody binding; AID 624416; inhibition, % at 6.7 µM; in the data active means inhibition above about 8.5%
hgDAF12 agonist: agonists of H. glycines DAF-12 nuclear receptor; HEK293 GAL4-hgDAF12 UAS-luciferase reporter, agonist luminescence; normalized to butyrate control; activation, % at 6.8 µM; 370,000 tested, 1.8% active;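 active means activation above a cutoff set at the mean of all screened compounds plus 3 SD, cut at about 10% in these data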;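 further: 0% = DMSO wells and 100% = sodium butyrate wells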
* = called active by the depositor; i = inactive; / = not tested or not shown.

SMILES	DAX1 inh-1	PLCb3 inh	DAX1 inh-2	NR1D1 modulator	SMARCA2 activ	hcDAF-12 act	sPLA2-III inh	ssDAF-12 act	FXN GAA850 act	PG9 Ab binder	hgDAF12 agonist
Cc1cccc(OCc2nc(C)cc(=O)[nH]2)c1	-0.4	0.9	0.6	7.9	0.5	-0.6	-3.5	-1.4	-0.1	0.1	-1.2
CC(=O)c1ccc(Oc2nc(-c3cccnc3)nc3ccccc23)cc1	-1.3	-11.9	0.1	18.0	-2.8	-2.7	-1.1	-1.2	0.9	0.3	-0.3
CCN(C(=O)COC(=O)c1cc(C)oc1C)c1c(N)n(Cc2ccccc2)c(=O)[nH]c1=O	0.6	-3.8	-0.1	6.0	0.8	-0.6	-0.5	-1.4	1.5	-0.1	0.2
CC(=O)Cc1nsc(NC(=O)c2ccc(-c3cccc(Cl)c3)o2)n1	-0.3	-54.0	-1.6	-4.7	-1.0	-1.4	-20.1	-1.0	0.6	-0.6	0.5
O=C(c1ccccc1-c1nc2ccccc2[nH]1)N1CCCCC1	0.2	-28.8	0.2	1.7	-0.6	-1.1	-4.3	-1.1	0.1	0.3	1.7
C=CCC(NCc1ccco1)c1ccc(OC)c(OC)c1 (stereo not drawn)	0.3	3.3	0.2	1.6	9.9*	0.2	8.8	-1.1	2.0	-1.6	0.9
CC(=O)C1=C(O)C(=O)N(c2ccc(O)cc2)C1c1cccc(F)c1 (stereo not drawn)	0.0	-45.3	3.8	-4.7	-0.7	1.6	-20.1	-0.8	0.8	-2.0	0.2
Cc1ccc(-n2c(C)cc(/C=N/Nc3ccc([N+](=O)[O-])cn3)c2C)cc1	0.4	-6.7	0.6	-9.2	0.4	0.4	3.2	-0.7	2.5	-1.2	3.3
CCCCn1c(N)c(N(CCC(C)C)C(=O)CN2C(=O)C3CCCCC3C2=O)c(=O)[nH]c1=O (stereo not drawn)	1.0	-6.7	-0.2	2.1	-3.2	0.5	5.2	-0.8	-0.6	3.2	-2.8
NC(=O)c1nc(-c2ccccc2)c(-c2ccccc2)[nH]c1=O	-0.3	-35.8	0.7	0.8	-2.8	-0.9	-0.1	-0.7	-1.4	-2.0	0.7
COc1ccc2[nH]c3c(c2c1)CCNC3C1CC=C(C)CC1 (stereo not drawn)	-1.7	-20.7	-2.4	0.8	-0.3	-0.4	0.5	0.0	-6.5	-0.2	6.2
COc1ccc(C(CNC(=O)c2[nH]c(C)c(C(C)=O)c2C)N2CCOCC2)cc1 (stereo not drawn)	0.0	-6.5	1.0	-1.2	-3.4	1.6	-2.5	-1.1	0.0	0.1	0.3
OC1CCC(Nc2ccn3nc(-c4cccc(Cl)c4)cc3n2)CC1 (stereo not drawn)	2.2	-144.6	/	2.9	1.4	0.3	2.4	-0.6	-0.1	-1.1	3.3
COc1ccc(OC)c(C2=CC(=O)C[C@H](c3ccc(F)cc3)C2)c1	0.4	-157.9	0.0	0.2	-2.8	-2.9	4.0	-1.3	2.3	-1.2	-2.1
CC1CCN(C(C(=O)Nc2ccc(C(C)C)cc2)c2ccc3c(c2)OCO3)CC1 (stereo not drawn)	0.1	2.9	0.2	-4.5	3.0	-0.8	-1.0	-0.1	-2.4	0.6	-1.1
Cc1ccc(C(=O)Nc2nccc(-c3cccs3)n2)cc1	0.8	0.6	1.3	-0.7	-3.2	-0.5	4.5	-0.6	3.3	-1.2	2.8
Cc1[nH]ccc(=O)c1OCc1c(Cl)cccc1Cl	-0.7	1.5	-0.3	2.3	-2.5	4.1	3.2	-1.0	-1.5	-1.5	-0.2
Cc1ccnc(NC(=O)C2CCCN(S(=O)(=O)c3ccc4[nH]c(=O)ccc4c3)C2)c1 (stereo not drawn)	-0.1	-4.7	1.1	-5.6	-1.7	1.4	2.8	-0.8	3.6	-0.1	-1.5
O=C(NCc1ccc2c(c1)OCO2)c1nc(S(=O)(=O)Cc2ccccc2)ncc1Cl	-1.5	-3.6	-1.1	-0.2	-13.7	-1.8	-0.6	-1.4	7.9*	0.2	-5.8
Cc1ccsc1CNc1ncnc2ccc(-c3c(C)noc3C)cc12	-0.4	-1.9	1.1	2.5	-2.4	2.4	-5.5	-0.2	0.9	-2.1	-4.2
COc1ccc2c(c1)C1C=CCC1C(c1cc3c(cc1Br)OCO3)N2 (stereo not drawn)	-1.3	-6.7	1.5	-0.1	-3.6	-0.8	20.4*	-0.9	-0.3	-2.2	0.2
Cc1ccc(-c2cc(C(=O)NN=Cc3cc(Br)ccc3O)[nH]n2)cc1C	-4.5	-20.2	/	-1.6	-4.2	-0.4	17.8	-0.7	/	/	0.6
COc1cc(C(=S)N2CCN(C)CC2)ccc1OCC(=O)NCc1ccccc1	0.8	4.4	/	9.6	-0.7	-1.7	3.2	-0.4	-0.3	-0.6	3.5
C[C@@H]1CN([C@@H](C)CO)C(=O)c2cc(Br)cnc2O[C@H]1CN(C)C(=O)Nc1ccc(F)cc1	1.0	2.0	2.5	5.3	3.7	-1.5	-3.2	-1.3	-0.3	-1.8	1.9
CSCCC(c1nc2ccccc2[nH]1)n1c(=O)c(-c2cc3ccccc3[nH]2)nc2ccccc21 (stereo not drawn)	-0.9	i	/	0.8	-4.5	2.6	-14.4	-0.1	/	2.2	1.5
CCN1C(=O)N/C(=C/c2ccc(Sc3ccc(C)cc3)o2)C1=O	0.2	-54.5	-1.6	-0.6	-1.6	-2.0	-4.3	-1.2	-0.4	0.6	-1.0
COCc1cc(C)nc(OCC(=O)N/N=C/c2cccc(OC)c2)c1C#N	-0.7	-8.6	1.6	-2.3	-1.1	3.4	1.5	-0.8	-2.3	-1.1	0.2
Cn1c(=O)c2c(nc(N3CCCCCC3)n2CC(O)COc2ccccc2)n(C)c1=O (stereo not drawn)	0.9	0.2	1.7	-3.9	-0.7	-0.9	-0.3	-1.4	1.9	0.4	-0.5
CS(=O)(=O)Nc1ccc(C2=NN(S(C)(=O)=O)C(c3ccccc3)C2)cc1 (stereo not drawn)	1.8	-28.8	-0.8	10.8	0.6	0.2	-0.6	0.1	3.5	-2.0	1.5
O=C(COc1ccccc1)NCCc1cn2ccsc2n1	-0.6	-2.1	0.1	6.8	2.1	-0.3	2.9	-1.1	0.6	0.6	-2.5
COC(=O)c1cn(Cc2ccccn2)c(=O)c2ccccc12	0.1	0.2	0.1	3.3	-2.8	-1.4	-4.9	-0.9	0.5	-3.9	3.6
Cc1ccc(Cc2c(-c3cccc(Br)c3)nc3c(C)cc(Br)cn23)cc1	0.9	-10.5	/	3.6	-0.7	3.8	-7.7	-0.8	/	1.7	2.5
O=C(NC1CCC1)O[C@H]1CC[C@@]23CCCN2C(=O)CCC[C@H]3C1	/	0.1	/	-2.2	/	-2.4	-0.2	-1.9	/	/	2.8
CN1CCN(C(=O)c2ccc(C3SCC(=O)N3Cc3ccco3)cc2)CC1 (stereo not drawn)	-0.6	0.1	1.6	-2.6	-2.4	0.2	1.2	-0.9	-1.0	-0.8	1.6
CCCCNC(=O)c1c(N)[nH]c(C(=O)c2ccccc2)c1-c1ccc(Cl)cc1	-0.7	-4.8	/	-6.7	1.4	-0.8	-2.1	-0.7	/	-0.8	-0.4
COCCN(CC(=O)NC1CCCCC1)C(=O)CCCC(=O)Nc1ccccn1	0.1	2.4	-0.5	0.1	0.0	0.6	3.1	-1.4	-0.8	-2.3	0.7
CC(NC(=O)C(=O)N1CCOCC1)C(c1cccs1)N1CCN(c2ccccc2)CC1 (stereo not drawn)	-1.0	6.0	1.2	5.6	1.4	-1.4	0.2	-1.0	1.4	-0.8	0.1
O=C(Nc1ccc2c(c1)OCO2)Nc1ccc2c(c1)OCO2	4.0*	-6.5	1.4	-0.2	3.6	5.2	15.5	0.5	4.5	0.6	22.2*
CCOC(=O)N1CCN(Cc2cc(=O)oc3cc4c(cc23)CCC4)CC1	-0.5	-9.7	-0.5	5.3	-0.3	-1.4	-4.5	-1.5	0.0	-2.2	0.0
CC(C)C(=O)Nc1cccc(N2CCN(CCCN3C(=O)C4CCCCN4C3=O)CC2)c1 (stereo not drawn)	0.0	-7.4	1.2	-5.1	0.8	-1.2	-1.3	-1.1	1.9	0.1	0.3
NS(=O)(=O)c1ccc(NC(=O)COC(=O)CCCN2C(=O)c3cccc4cccc(c34)C2=O)cc1	0.2	-15.2	-0.8	8.2	3.9	-0.8	-21.3	-0.5	1.1	-1.8	-0.2
CC(=O)Nc1ccccc1-c1nc2ccccc2nc1OCC(=O)c1ccc(Cl)cc1	0.2	0.8	0.3	2.9	-1.7	0.9	-1.0	-0.9	-0.3	-1.4	-0.9
O=C(c1ccc(Br)cc1)N1CCN(Cc2ccccc2)CC1	-0.2	-4.2	-0.5	0.4	-1.4	-1.3	3.9	-1.7	0.8	0.3	-1.8
COc1cccc(CNC(=O)c2cc(S(=O)(=O)N3CCCC3)cn2C)c1	-0.3	-2.2	-0.7	-4.8	-2.5	-1.2	-3.2	-1.0	-1.8	-2.2	0.7
CC(C)(C)c1ccc(C(=O)N/C(=C/c2cccs2)C(=O)NCc2ccco2)cc1	-1.2	2.6	1.4	-0.9	-4.0	-1.1	-11.9	-1.1	-0.9	-1.3	-3.1
C=CCN1C=CC(=CC=C(C#N)C#N)C=C1	1.1	-26.0	4.5*	32.0*	5.8	8.5*	-6.8	0.3	3.6	-10.3	4.4
O=C(Cc1cccc(C(F)(F)F)c1)N1CCCC1	-0.2	-4.7	-1.6	-0.7	-0.4	-1.4	-0.2	-0.9	-1.4	0.8	0.1
CC(C)C(NC(=O)OCc1ccccc1)C(=O)NC1CCCCC1 (stereo not drawn)	0.6	-4.4	0.9	2.9	-0.5	-0.9	14.1	-0.9	-0.7	0.7	-3.4
Cc1cc(-c2ccccc2)nc(N/N=C/c2ccco2)n1	0.3	-16.7	0.2	-1.1	6.9	-0.8	-5.6	-0.3	1.1	-2.3	3.4
CCOC(=O)c1c(C)c(C(=O)NCCN2CCOCC2)c(C)n1CC	0.3	0.8	0.2	-2.7	-4.3	-0.5	6.8	-1.2	-0.8	-1.6	1.1
N#Cc1c(Nc2ccccc2)[n+]([O-])c2ccc(Cl)cc2[n+]1[O-]	-1.5	-36.2	1.3	6.6	1.2	0.7	-0.9	-0.4	-4.0	-0.7	1.7
Cc1ccc(-c2cc3nc(-c4ccccc4)cc(N)n3n2)cc1	1.6	-189.6	1.3	-2.4	1.2	0.5	-9.4	-0.4	2.1	-0.6	9.9

Quoted at random: three records from the list
SMILES	DAX1 inh-1	PLCb3 inh	DAX1 inh-2	NR1D1 modulator	SMARCA2 activ	hcDAF-12 act	sPLA2-III inh	ssDAF-12 act	FXN GAA850 act	PG9 Ab binder	hgDAF12 agonist
C=CCN1C=CC(=CC=C(C#N)C#N)C=C1	1.1	-26.0	4.5*	32.0*	5.8	8.5*	-6.8	0.3	3.6	-10.3	4.4
NS(=O)(=O)c1ccc(NC(=O)COC(=O)CCCN2C(=O)c3cccc4cccc(c34)C2=O)cc1	0.2	-15.2	-0.8	8.2	3.9	-0.8	-21.3	-0.5	1.1	-1.8	-0.2
N#Cc1c(Nc2ccccc2)[n+]([O-])c2ccc(Cl)cc2[n+]1[O-]	-1.5	-36.2	1.3	6.6	1.2	0.7	-0.9	-0.4	-4.0	-0.7	1.7

Source: PubChem BioAssay
